Bioassay records: PubChem BioAssay, several laboratories
M4 PAM – positive allosteric modulators of human muscarinic M4 receptor; P08173; CHO-K1 hM4/Gqi5, Fluo-8 calcium fluorescence, ACh EC20; 0% = ACh EC20, 100% = maximal ACh; activation, % at 3 µM; hit rate 0.4% among 360,000;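 active = activation above its plate's cutoff, the mean activation of sample wells plus 3 SD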; also: some results filed as inactive read as strong as hits
Target sequence (P08173 whole entry, looked up): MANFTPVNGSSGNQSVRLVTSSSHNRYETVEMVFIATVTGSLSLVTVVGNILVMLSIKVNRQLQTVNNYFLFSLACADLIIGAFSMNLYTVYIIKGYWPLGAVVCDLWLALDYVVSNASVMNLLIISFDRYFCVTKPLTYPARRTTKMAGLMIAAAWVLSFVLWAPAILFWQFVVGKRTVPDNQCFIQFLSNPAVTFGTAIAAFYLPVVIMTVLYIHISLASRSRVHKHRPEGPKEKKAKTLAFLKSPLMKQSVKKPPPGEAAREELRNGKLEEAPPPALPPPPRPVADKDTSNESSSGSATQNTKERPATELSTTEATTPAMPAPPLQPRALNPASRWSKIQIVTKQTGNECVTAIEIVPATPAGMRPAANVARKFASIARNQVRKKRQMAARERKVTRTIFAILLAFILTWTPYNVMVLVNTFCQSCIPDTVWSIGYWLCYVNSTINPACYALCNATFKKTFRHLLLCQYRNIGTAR
CRFBP-R2 block – CRF-BP/CRF-R2 complex antagonism; HEK293 CRF-R2/CRF-BP, CRF-induced calcium fluorescence; hit rate 0.59% among 350,000; AID 588475; inhibition, % at 11.8 µM;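 active = inhibition of the ligand-induced calcium signal above about 50% at the single tested concentration, limit read from the data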
CRFBP-R2 agonist – CRF-BP/CRF-R2 complex agonism; HEK293 CRF-R2/CRF-BP, calcium dye fluorescence (FLIPR); percent of saturating CRF peptide response; activation, % at 13.2 µM; hit rate 0.46% among 350,000; AID 588473;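 active = activation of at least 50%, plus an integration ratio under a set limit after plate pattern correction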;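 also: plate controls were neutral control wells without compound for no effect and CRF at EC100 for full effect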
IDE cell inh – cellular human IDE inhibition; P14735; HEK cells, FAbetaB cleavage, fluorescence polarization; inhibition, % at 5.59 µM; hit rate 0.41% among 320,000; AID 434962;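 active = percent inhibition above the average of all tested compounds plus 3 SD, set per screening campaign, cut at about 16% in these data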;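 also: IDE supplied by intact live HEK cells; FP after avidin binding of uncleaved biotin substrate so inhibition keeps polarization high; 0% = DMSO wells and 100% = 60 µM reference IDE inhibitor Ii1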
MEKK3 PB1 HTS – MEKK3-MEK5 PB1 interaction, increase or decrease. bead-based flow cytometry, Alexa488-MEK5 binding to MEKK3; actives lie on both sides; 0 = blocked by unlabeled MEK5, 100 = vehicle. binding response (% of control), % at 10 µM. hit rate 1.4% among 290,000;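 active = binding response more than 3 SD above or below the average of its plate-row segment, actives on both sides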;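 also: Alexa488 bead fluorescence after subtracting the streptavidin-only scavenger bead signal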
GalR3 antagonist – antagonists of human GalR3. hit rate 0.44% among 360,000. O60755. HEK293 GalR3-CNG cAMP membrane potential fluorescence; galR3 body fused to GalR1 C-terminus. inhibition, % at 3 µM;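 active = inhibition above the screen-wide average plus 3 SD, cut at about 13% in these data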;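 also: forskolin and galanin both at EC90 stimulate the cells; cAMP rise reported by CNG channel membrane potential dye signal; 0% = forskolin plus galanin with DMSO and 100% = forskolin alone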
Target sequence (O60755 1-299 limits assumed): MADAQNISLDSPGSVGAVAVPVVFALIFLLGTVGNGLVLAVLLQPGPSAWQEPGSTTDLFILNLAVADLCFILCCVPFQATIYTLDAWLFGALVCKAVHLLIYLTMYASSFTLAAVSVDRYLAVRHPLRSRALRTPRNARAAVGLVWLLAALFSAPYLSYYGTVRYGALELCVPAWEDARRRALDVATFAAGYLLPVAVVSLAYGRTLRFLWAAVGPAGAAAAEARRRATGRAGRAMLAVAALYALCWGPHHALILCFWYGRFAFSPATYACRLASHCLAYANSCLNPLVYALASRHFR
IDE cell activ – boosts human insulin-degrading enzyme activity in HEK cells | activation, % at 5.96 µM | P14735 | AID 493087 | hit rate 0.073% among 340,000 | FAbeta-B cleavage, fluorescence polarization; 0% vehicle, 100% cell-free pure enzyme wells;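 active = activation above the mean of all tested compounds plus 3 SD, set per screening campaign, cut at about 17% in these data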
PHOSPHO1 inh – inhibitors of human PHOSPHO1 phosphatase; recombinant PHOSPHO1, absorbance phosphatase assay; Q8TCT1; AID 1565; inhibition, % at 13.3 µM; hit rate 1.1% among 290,000; in the data active = inhibition above about 60%
Target sequence (Q8TCT1 whole entry, looked up): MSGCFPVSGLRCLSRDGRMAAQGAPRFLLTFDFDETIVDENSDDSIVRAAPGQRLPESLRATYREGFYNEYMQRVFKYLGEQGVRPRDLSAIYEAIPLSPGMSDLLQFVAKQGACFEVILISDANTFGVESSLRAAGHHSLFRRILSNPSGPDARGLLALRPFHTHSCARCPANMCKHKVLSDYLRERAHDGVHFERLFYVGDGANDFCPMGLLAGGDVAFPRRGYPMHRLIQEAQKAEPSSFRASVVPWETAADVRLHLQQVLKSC
p-CIP stab down – lowers stability of the mouse p/CIP coactivator protein | Q05BA5 | F442A p/CIP-EGFP cells, EGFP fluorescence, 16 h | decrease of EGFP signal, % at 10 µM | hit rate 0.01% among 290,000 | AID 1984;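 active = EGFP signal decrease of at least 30% at 10 µM or well 3 SD below plate mean, unless failing retest; inactive = the rest, including hits failing retest or dose response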; also: some compounds called inactive have numbers as strong as hits; many of its hits are not listed in these tables
Active calls of the source: *; · = no result given; [ ] = another dose, or the depositor's remark. No enrichment for hits; about 4.2% have a hit in one of these screens.

M4 PAM | CRFBP-R2 block | CRFBP-R2 agonist | IDE cell inh | MEKK3 PB1 HTS | GalR3 antagonist | IDE cell activ | PHOSPHO1 inh | p-CIP stab down | molecule
11 | -26 | 0.3 | -1 | 101 | -7 | -2 | 4 | -6 | COC(=O)/C=C1\SC(=Nc2ccccc2)NC1=O
-13 | 9 | -2.2 | · | · | · | 4 | · | · | COc1cc(N)c(Cl)cc1C(=O)NC1CCN(Cc2ccccc2)CC1
0 | 20 | -3.1 | -2 | · | -3 | 1 | · | · | COc1ccc2cc(C3(C)NC(=O)N(CC(=O)N4CCCCC4)C3=O)ccc2c1 (configuration not stated)
-2 | 3 | 0.3 | · | · | -9 | · | · | · | O=C(Nc1nccs1)c1cnc2sccn2c1=O
2 | -3 | -0.6 | -1 | 77*[inhibitor] | -4 | 0 | 0 | -10 | Fc1ccccc1N1CCN(C(c2ccncc2)c2nnnn2C2CCCC2)CC1 (configuration not stated)
3 | -9 | 2.7 | 5 | 108 | -3 | 3 | 42 | 0 | CCn1c(CNC(=O)c2cccc(C)c2)nnc1SCC(=O)NC1CCCCC1C (configuration not stated)
3 | 13 | 0.7 | -1 | 95 | -3 | 2 | -10 | 3 | CCOC(=O)N1CCN(c2nc(C)c3c(n2)CC(C)CC3=O)CC1 (configuration not stated)
4 | -1 | 1.4 | 0 | 86 | -7 | -1 | 7 | -5 | Cc1ccc2cccc(S(=O)(=O)Nc3ccc4c(c3)OCO4)c2n1
-18 | -34 | 4.7 | 2 | 104 | -12 | 4 | 29 | -2 | CC1CCN(CCCOc2ccc(OCc3ccccc3)cc2)CC1
-4 | -13 | 2.9 | 1 | · | -4 | -4 | · | · | COc1ccc([C@H]2CC(=O)C=C(c3cccc4c3Oc3ccccc3S4)C2)cc1OC
-1 | 10 | 2.2 | · | · | -6 | · | · | · | C[C@H]1CN([C@@H](C)CO)C(=O)CCCn2nncc2CO[C@H]1CN(C)S(=O)(=O)c1cccc(F)c1
-9 | -4 | -0.7 | 1 | 101 | 8 | 4 | 52 | -23 | CN(C)S(=O)(=O)c1cccc(C(=O)NCC(C)(C)CNC(=O)c2cccc(S(=O)(=O)N(C)C)c2)c1
2 | -1 | -0.6 | 1 | 102 | -3 | 3 | -1 | -2 | CCOC(=O)N1CCN(C(=O)C(NC(=O)c2ccc(CC)cc2)C(C)C)CC1 (configuration not stated)
1 | -15 | 3.4 | -3 | 101 | -1 | 2 | -8 | -9 | Cc1cccn2cc(-c3ccc(S(=O)(=O)N4CCCCC4)cc3)nc12
-24 | -34 | 0.3 | 2 | 109 | -6 | 2 | 102* | 2 | CCCCn1c(-c2ccc([N+](=O)[O-])cc2)n[nH]c1=S
0 | 23 | -0.9 | -2 | 98 | -1 | 0 | 25 | -6 | Cc1cc(C)nc(SCC(=O)c2ccc3c(c2)OCCO3)n1
-1 | 11 | 1.2 | -1 | 99 | -8 | 4 | 19 | 1 | Cn1c(=O)n(-c2cccc(Cl)c2)c(=O)c2c3c(sc21)COC(C)(C)C3
1 | -6 | 0.7 | -1 | 97 | 1 | -2 | 29 | 2 | COc1ccc(S(=O)(=O)N2CCOCC2)cc1C(=O)N1CCCC1
-7 | -12 | 0.0 | -3 | 99 | -7 | 6 | 20 | -14 | CCOc1ccc(CNC(=O)C2CCN(c3nn4c(=O)cc(C)nc4s3)CC2)cc1
8 | -2 | -6.2 | 0 | 107 | -1 | 4 | 5 | 16 | Cc1ccc(NC(=O)N2CCC(c3ccccc3)C2)cc1C (configuration not stated)
15 | 19 | -0.8 | 1 | 91 | -4 | 1 | 11 | -7 | CCOC(=O)c1c(C)[nH]c(C(=O)OCC(=O)Nc2ccc(OC)c(Cl)c2)c1C
-8 | -7 | -0.7 | 1 | · | 0 | · | · | · | CCOC(=O)Cn1c(COc2ccccc2OC)[n+](C)c2ccccc21
-10 | 2 | -0.1 | 1 | 108 | -12 | 3 | -12 | -6 | COc1ccc(N2CCN(C(CNC(=O)C(=O)NCCC3=CCCCC3)c3ccco3)CC2)cc1 (configuration not stated)
6 | 5 | -2.6 | · | · | -5 | -5 | · | · | C=CCc1cc(CN2CC(C)OC(C)C2)c(O)c(OC)c1 (configuration not stated)
-2 | 4 | -1.2 | 3 | 101 | -7 | 0 | · | -1 | Cc1cc([N+](=O)[O-])cc2c1NC(=O)C2(O)N1CCCC(C)C1 (configuration not stated)
-1 | 8 | 0.8 | 0 | 91 | -3 | -9 | -10 | -21 | Cc1ccc(CC2S/C(=C(/C#N)C(=O)NCc3ccco3)N(c3ccccc3)C2=O)cc1 (configuration not stated)
5 | -15 | 1.7 | -4 | · | -4 | 4 | · | · | COc1ccc(OC)c(/C=C/C(=O)N(C)CC(=O)Nc2ccc(N3CCOCC3)cc2)c1
10 | -7 | 0.5 | -3 | 80 | -3 | 0 | -10 | 3 | CCOC(=O)C(C)Oc1ccccc1C1NC(=O)NC(C)=C1C(=O)Nc1ccc(C)c(C)c1 (configuration not stated)
5 | -1 | 3.2 | 4 | 101 | -5 | -3 | 6 | -2 | CC(C)(C)NC(=O)CSc1n[nH]c(=O)n1-c1ccccc1
-5 | -24 | 3.2 | 2 | 101 | -1 | 3 | -3 | -16 | O=C(O)C1CCCN1S(=O)(=O)c1ccc2c(c1)CCC2 (configuration not stated)
16 | -1 | -1.2 | -2 | 99 | -3 | 4 | · | 12 | C=CCn1c(CNC(=O)c2ccccc2F)nnc1SCC(=O)N1CCOCC1
13 | 7 | 5.0 | -1 | 106 | -4 | 3 | -4 | -4 | Cc1nn(Cc2ccc(Cl)c(Cl)c2)c(C)c1NC(=O)c1cn(-c2ccccc2)nc1-c1ccccc1
-3 | 28 | 0.1 | 2 | 94 | -2 | 5 | -19 | -1 | O=C(COc1ccccc1[N+](=O)[O-])N/N=C/c1ccncc1
-2 | -23 | 1.1 | · | · | -7 | · | · | · | C[C@@H]1CCCCO[C@@H](CN(C)CC2CCCCC2)[C@@H](C)CN([C@H](C)CO)C(=O)c2cc(NS(=O)(=O)c3ccc(Cl)cc3)ccc2O1
15 | -12 | 1.8 | -2 | 103 | -5 | 6 | 6 | 13 | N/C(=N\c1nc2ccccc2o1)NC(=O)c1ccccc1F
-6 | -1 | -0.8 | 5 | 93 | -5 | 0 | 55 | -2 | C/C(NC1CCCC1)=C(/C#N)C(N)=O

Six consecutive records from above, quoted:
M4 PAM | CRFBP-R2 block | CRFBP-R2 agonist | IDE cell inh | MEKK3 PB1 HTS | GalR3 antagonist | IDE cell activ | PHOSPHO1 inh | p-CIP stab down | molecule
16 | -1 | -1.2 | -2 | 99 | -3 | 4 | · | 12 | C=CCn1c(CNC(=O)c2ccccc2F)nnc1SCC(=O)N1CCOCC1
13 | 7 | 5.0 | -1 | 106 | -4 | 3 | -4 | -4 | Cc1nn(Cc2ccc(Cl)c(Cl)c2)c(C)c1NC(=O)c1cn(-c2ccccc2)nc1-c1ccccc1
-3 | 28 | 0.1 | 2 | 94 | -2 | 5 | -19 | -1 | O=C(COc1ccccc1[N+](=O)[O-])N/N=C/c1ccncc1
-2 | -23 | 1.1 | · | · | -7 | · | · | · | C[C@@H]1CCCCO[C@@H](CN(C)CC2CCCCC2)[C@@H](C)CN([C@H](C)CO)C(=O)c2cc(NS(=O)(=O)c3ccc(Cl)cc3)ccc2O1
15 | -12 | 1.8 | -2 | 103 | -5 | 6 | 6 | 13 | N/C(=N\c1nc2ccccc2o1)NC(=O)c1ccccc1F
-6 | -1 | -0.8 | 5 | 93 | -5 | 0 | 55 | -2 | C/C(NC1CCCC1)=C(/C#N)C(N)=O

The list continues.
M4 PAM | CRFBP-R2 block | CRFBP-R2 agonist | IDE cell inh | MEKK3 PB1 HTS | GalR3 antagonist | IDE cell activ | PHOSPHO1 inh | p-CIP stab down | molecule
-4 | -16 | 1.2 | -3 | · | -5 | 5 | · | · | CC(=O)Nc1cccc(NC(=O)c2cc([N+](=O)[O-])ccc2N2CCCCC2)c1
-4 | -2 | -0.6 | 1 | 83 | 3 | 6 | 18 | -6 | C=CCN(c1ccc(C(=O)Nc2cccc([N+](=O)[O-])c2)cc1)S(C)(=O)=O
4 | 3 | 0.4 | 0 | 99 | -4 | -2 | -7 | -4 | NC(=O)c1c(NC(=O)Cc2cccs2)sc2c1CCC2
1 | 10 | -0.8 | 0 | · | -3 | 2 | · | · | COc1ccccc1NS(=O)(=O)c1cc(C(=O)NCC(c2ccc(F)cc2)N2CCOCC2)ccc1C (configuration not stated)
-7 | -8 | -1.1 | 4 | 93 | 0 | -3 | · | -2 | Cc1ccc(C)c(S(=O)(=O)N2CCN(C(=O)Cc3ccsc3)CC2)c1
1 | 3 | -1.4 | 3 | 99 | -4 | 0 | 3 | 0 | O=C(/C=N/O)NCCN1CCCCC1
13 | 17 | -0.2 | -2 | · | 1 | 1 | · | · | O=C(CSc1nc2[nH]ncc2c(=O)[nH]1)Nc1ccc(Cl)c(Cl)c1
-4 | -3 | 1.7 | 6 | 111 | -1 | 2 | 31 | 1 | COc1ccccc1-n1c(SCC(=O)N2CCCCC2)nnc1-c1ccccc1O
2 | -3 | -1.9 | -7 | 102 | -8 | 8 | 17 | -8 | CC(C)CNC(=O)C(=O)Nc1cc2c3c(c1)CCC(=O)N3CCC2
-5 | 1 | -0.8 | 7 | 101 | -4 | 0 | 31 | 6 | COc1ccccc1N(Cc1cc(=O)[nH]c2ccccc12)C(C)=O
1 | -9 | -0.8 | 0 | 100 | -1 | 4 | 52 | -3 | CCOC(=O)c1cc2ccc(OC)c(OC)c2c(=O)s1
9 | -4 | -0.5 | 1 | 100 | -10 | 3 | 28 | 11 | Cc1cccc(OCC(=O)NCCCNC(=O)c2cnccn2)c1
0 | 0 | 0.3 | 3 | 119 | -2 | 4 | 20 | -17 | Cc1ccc(C)c(NC(=O)C2CCC(C)(C(=O)O)C2(C)C)c1 (configuration not stated)
6 | 23 | -1.1 | -2 | 104 | -3 | 1 | 44 | -1 | Cc1cccc(N2CCN(c3ccc(C(N)=O)cc3[N+](=O)[O-])CC2)c1C
-3 | 6 | -0.8 | 2 | 99 | -5 | 2 | -3 | -117 | CC(NS(=O)(=O)c1ccccc1)C(=O)Nc1ccc(S(N)(=O)=O)cc1 (configuration not stated)
1 | 24 | 0.5 | · | · | -5 | 3 | · | · | O=[N+]([O-])c1ccc(Cc2ccc([N+](=O)[O-])cc2)cc1
3 | -8 | -1.3 | -1 | · | -2 | -3 | 11 | -10 | O=C(CCCN1C(=O)C2C3C=CC(C3)C2C1=O)N1CCN(c2ccccc2)CC1 (configuration not stated)
-2 | 24 | -3.0 | -1 | 104 | 0 | 4 | 7 | -4 | COc1cccc(C(=O)NCc2ccc(N3CCN(C(=O)OC(C)(C)C)CC3)cc2)c1
3 | -7 | 1.1 | · | · | 2 | 0 | · | · | Cn1cnc2c(SCc3ccccc3)ncnc21
2 | 7 | -1.7 | 0 | 92 | 4 | 4 | 38 | 4 | O=C(/C=C/c1ccco1)N1CCN(S(=O)(=O)c2cccs2)CC1
3 | 2 | 0.4 | -2 | · | 0 | 8 | · | · | COc1ccc(OC)c(NC(=O)COC(=O)CCNc2ccccc2OC)c1
4 | 11 | -0.8 | 4 | 101 | -8 | 2 | 14 | -18 | Cc1cc(S(=O)(=O)N2CCN=C2c2ccccc2)ccc1F
-2 | -6 | 1.3 | 4 | 100 | 2 | 7 | 34 | -8 | Cc1ccc2oc(=O)n(CCCOc3ccccc3C)c2c1
